Source: PubChem BioAssay (several laboratories)
Hep lipid drop: inhibitors of hepatocyte lipid droplet formation, primary screen, imaging, high-throughput imaging, BODIPY stain | AML12 mouse hepatocytes, oleate lipid droplets | 0.4% of 240,000 active | inhibition, % at 6.5 µM;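 active = lipid droplet intensity inhibited by at least 50%, with more than 500 cells counted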
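System: AML12 hepatocytes (mouse). Probe or stimulus: oleic acid at 100 µM to induce lipid droplet formation. Times: overnight treatment with compound plus oleate. Detection: Image-based BODIPY and DAPI two-channel analysis. Evaluation: percent inhibition of filter-corrected integrated lipid droplet intensity per well.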
XIAP antagonists: XIAP antagonists, biochemical, IAP family, fluorescence polarization (AID 1018) | 0.007% of 200,000 active | one-dose displacement, % at 20 µM; IC50 in µM for titrated hits | XIAP BIR domain, fluorescence polarization peptide displacement; higher % means a stronger effect | E3 ubiquitin-protein ligase XIAP (Homo sapiens); in the data active = displacement above about 50%; note: a part of the inactive calls stands beside numbers as strong as those of hits
Dynein cargo inh: inhibitors of GR-EGFP nuclear translocation, primary screen, dynein cargo transport inhibitor project, imaging, high-content, 3617.4 mouse cells; test concentration mostly 20 µM; stimulated with dexamethasone, 1 µM; active compounds read low; z-score, hits read low; 0.47% of 220,000 active; AID 1381, 2008;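 active = plate z-score of nuclear minus cytoplasmic receptor signal below a set negative limit, without overly bright fluorescence or cell loss, cut at about -3.5 in these data, passing the limit was not always enough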;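 note: z-score of nuclear minus cytoplasmic ring GR-EGFP intensity difference per well; some compounds called inactive have numbers as strong as hits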
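Also added: dexamethasone, 1.0 µM final. Medium: tet-free, stripped-serum medium. Detection: fixed, Hoechst-stained cells imaged at 10x for EGFP. Read-out: nuclear-to-cytoplasmic GR-EGFP distribution per well. Times: induction 48 h, compound 1 h, agonist 30 min.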
Autophagy mod: autophagy modulators in MEF cells, primary screen, imaging, high-content, MEF GFP-LC3. MEF GFP-LC3 puncta imaging; test concentration mostly 10 µM. 0.98% of 190,000 active. calls only at 10 µM (by protocol). AID 463193, 2010;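 active = percentage of spot-positive cells more than 3 SD above its plate mean, without a fluorescence outlier flag or 80% toxicity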;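 note: spot-positive cell cutoff set from DMSO-treated cells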
MT stabilize HCS: microtubule stabilizers in HeLa cells, primary screen, imaging, high-content imaging; HeLa tubulin immunostaining HCS, 24 h; share of cells brighter than vehicle mean+2SD; % tubulin-high responders, % at 10 µM; 0.83% of 200,000 active;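 active = plate Z-score above 3 for both tubulin-high and condensed-nucleus cell shares, with cell loss under 80%, at 10 µM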;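 note: anti alpha tubulin signal scored within the nucleus-defined area of each cell; some results filed as inactive read as strong as hits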
WT yeast gro inh: growth inhibition of WT strain, primary screen, mitochondrial fusion inhibitor project, WT and mutant strains, chemical genetic; mitochondrial fusion phenotypic screen; inhibition, % at 10 µM; 2.1% of 190,000 active; in the data active = inhibition above about 58%; tested in S. cerevisiae
b-catenin transl: modulators of beta-catenin nuclear translocation, primary screen, imaging, HeLa cells, immunofluorescence, high-content; nuclear translocation activity, % at 5 µM; 0.3% of 190,000 active; AID 1665, 2009;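 active = nuclear translocation activity above 50% at 5 µM, with a well cell count of 50 or more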;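 note: per-cell ratio of nuclear to cytoplasmic median beta-catenin stain intensity; plate controls were DMSO negative control for no effect and GSK-3 inhibitor IX positive control for full effect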
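test system = HeLa cells, endogenous beta-catenin | dosing = single 5 µM dose plus 0.02–20 µM confirmation series | times = compound treatment 24 h, 37°C, 5% CO2 | technique = beta-catenin immunofluorescence imaging with DAPI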
Ins promoter up: insulin promoter activators in MIN6 cells, imaging, high-content screening, mouse beta cells | z-score at 5 µM | 0.3% of 190,000 active | AID 1625, 2009 | MIN6 insulin promoter-GFP reporter; active compounds read high;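 active = z-score above 3 at 5 µM with at least 500 cells counted in the well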
ER stress rescue: rescue of cells from ER stress-induced death, primary screen, 384-well, CSM14.1, thapsigargin, ATP luminescence (AID 1222) | CSM14.1 thapsigargin-induced death rescue, ATP luminescence; higher % means a stronger effect | one-dose cellular ATP content (survival), % at 20 µM; EC50 in µM for titrated hits | 190,000 tested, under 10 active;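 active = EC50 below 50 µM in the dose-response confirmation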;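 note: death triggered by thapsigargin at about 15 µM added after 2 h compound pretreatment; cell ATP read after overnight thapsigargin exposure of roughly 18 to 22 hours; normalized against plate controls of thapsigargin alone and 5% DMSO vehicle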
WT yeast gro inh mutant strain: further read-out of WT yeast gro inh, marked with its call; inhibition, %; mitochondrial fusion phenotypic screen, mutant strain inhibition
Dynein cargo inh cytoplasmic EGFP: recorded beside Dynein cargo inh, whose call it bears; z-score; measured here: cytoplasmic GR-EGFP intensity; active compounds read high
Dynein cargo inh nuclear GR-EGFP: second read-out of Dynein cargo inh, no call of its own (marks repeat the call); z-score; measured here: nuclear GR-EGFP intensity;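 lower value marks the stronger effect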
Dynein cargo inh cell count: recorded beside Dynein cargo inh, whose call it bears; z-score; measured here: cell count per field
Ins promoter up cell count: further read-out of Ins promoter up, marked with its call; cell count; measured here: cytotoxicity, nuclei count;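 total cells summed across four imaged fields per well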
Hep lipid drop cells 6.5 µM: second read-out of Hep lipid drop, no call of its own (marks repeat the call); cell count; measured here: cell count, cytotoxicity flag;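 cells counted across two imaged fields per well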
b-catenin transl cell count 5 µM: second read-out of b-catenin transl, no call of its own (marks repeat the call); cell count; measured here: cell count, cytotoxicity flag
MT stabilize HCS Hoechst-high %: also measured in MT stabilize HCS; calls as there; % Hoechst-high responders; measured here: nuclear condensation Hoechst responders;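 share of cells brighter than vehicle mean plus two SD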
MT stabilize HCS cytotoxicity %: recorded beside MT stabilize HCS, whose call it bears; toxicity, %; measured here: cytotoxicity by cell density;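 0% = mean cell density of plate MIN control wells and 100% = no cells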
Autophagy mod cell loss 18 h: also measured in Autophagy mod; calls as there; toxicity, %; measured here: cell loss, nuclei count;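 cell loss after 18 h compound exposure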
Starred values were filed as active, the others as inactive; i = inactive; · = not tested or not shown. The order is random, and some 4% of all compounds hit somewhere here.

SMILES | Hep lipid drop | Hep lipid drop cells 6.5 µM | XIAP antagonists | Dynein cargo inh | Dynein cargo inh cytoplasmic EGFP | Dynein cargo inh nuclear GR-EGFP | Dynein cargo inh cell count | Autophagy mod | Autophagy mod cell loss 18 h | MT stabilize HCS | MT stabilize HCS Hoechst-high % | MT stabilize HCS cytotoxicity % | WT yeast gro inh | WT yeast gro inh mutant strain | b-catenin transl | b-catenin transl cell count 5 µM | Ins promoter up | Ins promoter up cell count | ER stress rescue
CC1CC(=O)c2cnc(Nc3ccccc3)nc2C1 (stereo not drawn) | 7 | 796 | -8.6% | -0.21 | 0.86 | 0.19 | 0.62 | i | -9 | 1.3 | 0.7 | 6.6 | 2 | -11 | 0.7 | 1155 | -0.13 | 870 | -4.8%
O=C(Nc1ccccn1)c1cc(-n2cnnc2)ccc1Cl | 10 | 694 | -0.5% | -0.43 | -0.18 | -0.58 | 1.9 | i | 16 | 2.9 | 2.1 | 3.9 | 9 | 4 | -0.8 | 1046 | -0.18 | 1284 | -0.7%
COc1ccc(-c2csc3nc(C)nc(N4CCCCC4)c23)cc1OC | -2 | 720 | -2.6% | 0.53 | -0.2 | -0.14 | -1.8 | i | -3 | 6.1 | 10 | 0.3 | 18 | -3 | · | · | 0.72 | 1260 | 0.0%
Cc1ccc(-n2ncc3c(=O)n(Cc4cccnc4)cnc32)cc1 | · | · | 1.4% | 2.1 | 0.25 | 1.7 | -1.4 | i | -1 | 3.4 | 3.4 | 6.8 | 0 | -14 | -2.4 | 991 | -0.19 | 1298 | 1.1%
O=C(Cc1ncc(C(F)(F)F)cc1Cl)N1CCN(c2ccccn2)CC1 | · | · | -1.5% | 2.5 | -0.15 | 0.14 | -1.9 | i | 13 | 1.6 | 2.6 | 6.2 | -20 | -8 | · | · | · | · | 1.3%
COC(=O)CCSCC(=O)Nc1cc(C)on1 | · | · | -3.4% | -0.85 | -0.19 | -0.17 | 0.56 | i | 7 | 5.3 | 2.4 | 2.3 | 0 | -2 | -3.5 | 874 | 0.24 | 1473 | -1.2%
OC(c1ccccn1)C1CCN(Cc2nc(C(c3ccccc3)c3ccccc3)no2)CC1 (stereo not drawn) | -5 | 696 | -10% | -0.83 | -0.3 | -0.54 | 1.1 | i | -3 | 2.1 | 1.0 | 8.2 | -5 | 6 | -1.6 | 1098 | -0.22 | 1461 | 0.6%
COc1ccc(-c2cc3nc(-c4ccccc4)cc(N4CCCC(O)C4)n3n2)cc1 (stereo not drawn) | -10 | 687 | -8.8% | -0.69 | -0.25 | 0.094 | 0.54 | i | -9 | 2.3 | 1.6 | 12 | 68* | 26* | 0.1 | 988 | -0.79 | 1425 | 1.3%
CCOC(=O)c1[nH]c(C)c(C(=O)OCC(=O)NC(=O)NC(C)(C)C)c1C | 4 | 757 | -1.6% | -0.1 | -0.23 | 0.089 | -0.017 | i | -6 | 0.8 | 1.2 | 12 | 4 | 2 | -10 | 1209 | 0.32 | 1370 | 5.1%
COc1cccc(C(=O)NNC(=O)c2ccccc2-n2cccc2)c1 | -7 | 686 | -5.3% | 1.4 | -0.002 | 0.44 | -2 | i | 0 | 2.8 | 2.1 | 12 | 1 | -6 | -1.1 | 1056 | 0.13 | 1489 | 0.6%
COCCN(Cc1nc(C2(c3ccc(C)cc3)CCCC2)no1)C(C)C | -5 | 731 | -7.4% | -0.43 | -0.23 | -0.31 | 0.55 | i | -36 | 3.2 | 1.7 | 10 | 16 | 21 | -0.6 | 1026 | -0.19 | 1487 | -0.2%
O=C1CS/C(=N\N=C\c2ccccc2Cl)N1CC1CC1 | 15 | 747 | · | 0.41 | -0.19 | 0.12 | -0.45 | · | · | · | · | · | · | · | 2.9 | 1346 | -0.86 | 1226 | ·
COc1cc(C(=O)N/N=C/c2ccc(OC(=O)N3CCOCC3)cc2)cc(OC)c1OC | 7 | 631 | -5.1% | 0.57 | -0.19 | 0.37 | -0.055 | i | 3 | 2.6 | 2.1 | 1.0 | 1 | -3 | 1.2 | 518 | 0.28 | 1313 | -1.9%
Cn1c(CCNC(=O)C2CCCCC2)nc2cc(NC(=O)c3cccs3)ccc21 | -4 | 663 | -5.4% | -0.43 | -0.35 | -0.28 | 0.59 | i | 0 | 1.8 | 3.0 | 4.5 | -15 | 7 | 4.7 | 988 | -0.11 | 1065 | -0.5%
COC(=O)CCC(=O)c1oc2ccc(OC)cc2c1N | 2 | 732 | -0.3% | -0.026 | -0.21 | -0.21 | 0.95 | i | -41 | 3.2 | 3.3 | 6.1 | · | · | -4.2 | 1245 | -1.1 | 681 | 0.2%
COC(=O)NCC(c1ccco1)N1CCN(c2ccccc2)CC1 (stereo not drawn) | -5 | 676 | -4.7% | 0.54 | -0.34 | 0.11 | -0.6 | i | -2 | 3.5 | 2.5 | 3.3 | 4 | 2 | 2.2 | 1111 | 2.2 | 1259 | ·
Cc1ccc2cn[nH]c2c1NC(=S)NC(=O)c1ccccc1 | · | · | -3.8% | -0.15 | -0.21 | -0.61 | 0.63 | i | 14 | 1.1 | 1.8 | 9.2 | 22 | 17 | · | · | · | · | 10%
CCOC(=O)C1CCN(C(=O)NS(=O)(=O)c2ccc(C)cc2)CC1 | 4 | 613 | -4.1% | -0.87 | -0.27 | -0.47 | 0.44 | i | 5 | 5.8 | 2.4 | 9.3 | 0 | 16 | -2.0 | 1076 | -0.8 | 1359 | 0.4%
COC(=O)c1cc(-c2ccc(C)o2)nc2ccccc12 | 9 | 684 | -7.0% | -0.077 | 0.047 | 0.67 | -0.72 | i | -4 | 1.7 | 3.3 | 5.7 | 1 | -7 | -2.3 | 581 | 0.93 | 1274 | -0.4%
COc1ccc(N2C(=O)CSC2c2ccc3c(c2)OCO3)cc1 (stereo not drawn) | 7 | 800 | -19% | -0.5 | -0.3 | 0.053 | -0.047 | i | -20 | 3.0 | 3.0 | 11 | -6 | -7 | -4.6 | 1178 | -0.3 | 976 | -0.5%
O=C(COC(=O)C1CCN(/C=C/C(=O)C(F)(F)F)CC1)Nc1cccc(F)c1 | -9 | 567 | -11% | 1.4 | -0.22 | 0.39 | -0.87 | i | -19 | 2.3 | 1.5 | 3.5 | 20 | 0 | 2.2 | 510 | 0.73 | 1366 | -0.5%
COc1ccccc1C1C2CCCCC2(O)CCN1CC(=O)Nc1ccccc1 (stereo not drawn) | · | · | -1.4% | -0.27 | -0.052 | -0.2 | 0.45 | i | 0 | 3.2 | 0.9 | 6.0 | 14 | 5 | 0.0 | 829 | -0.67 | 1048 | 1.5%
O=C(O)C1[C@H]2C(=O)N(Cc3cccs3)C[C@]23C=C[C@H]1O3 (stereo partly drawn) | · | · | -5.2% | 0.28 | -0.1 | 0.43 | -0.19 | i | -1 | 5.2 | 2.4 | 5.2 | 9 | 15 | -3.1 | 865 | 0.46 | 1278 | -1.5%
C=CCn1c(-c2sc3nc(C)cc(C)c3c2N)n[nH]c1=S | 9 | 721 | · | 1.1 | -0.24 | 0.49 | 0.13 | · | · | · | · | · | · | · | -1.8 | 1280 | 1.3 | 938 | ·
Cc1ccc(NC(=O)CC2S/C(=N/c3nccs3)N(C)C2=O)cc1C (stereo not drawn) | 5 | 726 | -4.5% | -1.5 | -0.39 | -0.62 | 0.59 | i | -10 | 1.7 | 1.4 | 6.1 | -28 | 2 | · | · | · | · | -0.9%
O=C(Nc1cccc(NC(=O)c2ccc(-c3ccc(Br)cc3)o2)c1)c1ccco1 | 12 | 713 | -0.3% | -0.24 | -0.2 | 0.25 | -0.55 | i | -4 | 4.6 | 2.1 | 3.5 | -4 | -11 | -0.9 | 1111 | · | · | -1.8%
Cc1ccc2cc(CN(CCCN3CCOCC3)C(=O)NC3CCCCC3)c(=O)[nH]c2c1C | · | · | · | -0.19 | -0.19 | 0.0073 | 0.37 | i | 26 | 5.1 | 2.2 | 8.4 | -4 | -19 | · | · | · | · | ·

Looked up by compound from the list above (3):
SMILES | Hep lipid drop | Hep lipid drop cells 6.5 µM | XIAP antagonists | Dynein cargo inh | Dynein cargo inh cytoplasmic EGFP | Dynein cargo inh nuclear GR-EGFP | Dynein cargo inh cell count | Autophagy mod | Autophagy mod cell loss 18 h | MT stabilize HCS | MT stabilize HCS Hoechst-high % | MT stabilize HCS cytotoxicity % | WT yeast gro inh | WT yeast gro inh mutant strain | b-catenin transl | b-catenin transl cell count 5 µM | Ins promoter up | Ins promoter up cell count | ER stress rescue
COC(=O)c1cc(-c2ccc(C)o2)nc2ccccc12 | 9 | 684 | -7.0% | -0.077 | 0.047 | 0.67 | -0.72 | i | -4 | 1.7 | 3.3 | 5.7 | 1 | -7 | -2.3 | 581 | 0.93 | 1274 | -0.4%
COc1cc(C(=O)N/N=C/c2ccc(OC(=O)N3CCOCC3)cc2)cc(OC)c1OC | 7 | 631 | -5.1% | 0.57 | -0.19 | 0.37 | -0.055 | i | 3 | 2.6 | 2.1 | 1.0 | 1 | -3 | 1.2 | 518 | 0.28 | 1313 | -1.9%
Cc1ccc2cn[nH]c2c1NC(=S)NC(=O)c1ccccc1 | · | · | -3.8% | -0.15 | -0.21 | -0.61 | 0.63 | i | 14 | 1.1 | 1.8 | 9.2 | 22 | 17 | · | · | · | · | 10%
